RNase H inhibition: RNase H inhibition, HIV 1 Gag Pol polyprotein, FRET biochemical assay, screening (AID 372) | HIV-1 RT RNase H, FRET RNA/DNA substrate fluorescence; higher % means a stronger effect | inhibition, % at 10 µM, or IC50 in µM where a hit was titrated | 100,000 tested, 0.77% active; in the data active = inhibition above about 50%
An asterisk follows results filed as active.

SMILES | RNase H inhibition
CCN(CC)C1CC(=O)N(c2ccc(Cl)cc2)C1=O (configuration not stated) | 10.0%
O=C1CN(C(=O)CNC(=O)c2ccccc2)CC(=O)N1 | 5.0%
O=C(Nc1ccc(Cl)c(Cl)c1)c1ccc(F)cc1 | 15.0%
CCC(C(=O)Nc1ccc(C(=O)OC)cc1)c1ccccc1 (configuration not stated) | 9.0%
CCOC(=O)c1c(NC(=O)CCCC(=O)O)sc2c1CCC(C(C)(C)C)C2 (configuration not stated) | 12.0%
CCS(=O)(=O)Nc1ccc(Cc2ccncc2)cc1 | 5.0%
COc1ccc(NC(=O)Nc2nnc(-c3ccccc3SCc3ccccc3)s2)cc1 | 12.0%
N#Cc1c(N(S(=O)(=O)c2ccccc2)S(=O)(=O)c2ccccc2)sc2c1CCCC2 | 16.0%
CCSc1nc2c(c(=O)n1Cc1ccccc1)C(C)(C)Cc1ccccc1-2 | 0.0%
COc1ccc(/C=C2\SC(=S)N(CCCC(=O)Nc3ccccc3)C2=O)cc1 | 13.0%
C=CCOC(=O)C1=C(C)NC2=C(C(=O)CCC2)C1c1cc(Br)c(O)c(OC)c1 (configuration not stated) | 9.0%
COc1cc(C=C2C(=O)NC(=O)NC2=O)cc(Br)c1O | 4.0%
O=C(/C=C/Nc1ccc(N/C=C/C(=O)c2ccccc2)cc1)c1ccccc1 | 11.0%
COc1ccc(CCNC(=O)C(=O)N2CCCCCC2)cc1OC | 8.0%
Cc1ccc(C(=O)NNC(=O)c2ccncc2)cc1 | 6.0%
CC1=C(C(=O)OC(C)C(C)(C)C)C(c2ccc(Cl)cc2)NC(=O)N1 (configuration not stated) | 16.0%
O=C(NC12CC3CC(CC(C3)C1)C2)c1ccc(F)cc1 | 2.0%
O=C(Nc1nc(-c2ccc(Cl)cc2)cs1)c1cc(-c2ccc(Br)cc2)nc2ccccc12 | 33.0%
O=C(/C=C/c1ccccc1)NC(=S)Nc1cccnc1 | 12.0%
CC1=C(C(=O)OC2CCCCCC2)C(c2ccccc2)NC(=O)N1 (configuration not stated) | 14.0%
Cc1nc(NC(=O)c2ccccc2)sc1-c1csc(NCc2ccccc2)n1 | 12.0%
COC(=O)C1=C(C)NC(=O)CC1c1ccc(Cl)c(Cl)c1 (configuration not stated) | 16.0%
COc1ccc(CCNS(=O)(=O)c2ccccc2[N+](=O)[O-])cc1OC | 12.0%
CCCn1c(=O)c(C(=O)Nc2ccc(C(=O)OCCN(CC)CC)cc2)c(O)c2ccccc21 | 12.0%
CCOC(=O)c1ccc(N2NC(=O)/C(=C/c3cc(Br)ccc3OCC)C2=O)cc1 | 24.0%
C=CCOc1ccc(/C=C2\C(=O)NC(=O)N(c3ccc(F)cc3)C2=O)cc1OC | 2.0%
Cc1ccc(NC(=O)c2cccc(C#Cc3ccccc3)c2)cc1C | 13.0%
CC(C)c1cccc(C(C)C)c1NC(=O)c1cccs1 | 0.0%
CCc1ccc(N2C(=O)/C(=C/c3ccc(N4CCOCC4)o3)C(=O)NC2=S)cc1 | 11.0%
Cc1ccc(NC(=S)NC(=O)c2ccccc2Br)cc1C | 12.0%
N#CC1=C(N)OC2=C(C(=O)CCC2)C1c1cccc(Oc2ccccc2)c1 (configuration not stated) | 16.0%
COCCOC(=O)c1c(C)oc2ccc(OCc3cccc(Br)c3)cc12 | 10.0%
CCOC(=O)C1=C(C)N=c2s/c(=C\c3ccc(-c4ccc(C)cc4[N+](=O)[O-])o3)c(=O)n2C1c1ccc2c(c1)OCO2 (configuration not stated) | 2.0%
CCCC1=C(C(=O)OCC)C(c2ccc(CC)cc2)NC(=O)N1 (configuration not stated) | 9.0%
C/C(=N/NC(=O)c1ccccc1O)c1ccccc1Cl | 0.0%
COc1cc(C(=O)N/C(=C/c2ccco2)C(=O)Nc2ccccc2)cc(OC)c1OC | 9.0%
COc1ccc(/C=C2/C(=O)NC(=O)N(c3ccc(C)cc3)C2=O)cc1OC | 9.0%
COc1ccccc1-c1nnc(-c2ccco2)o1 | 2.0%
Cc1ccsc1C=Nc1ccc(-c2ccc([N+](=O)[O-])cc2)cc1 | 13.0%
COc1ccc(Cc2cnc(NC(=O)Cc3ccccc3)s2)cc1 | 12.0%
O=C(CC(C(=O)O)N1CCOCC1)c1ccccc1 (configuration not stated) | 15.0%
O=C(Oc1ccc([N+](=O)[O-])cc1)c1ccc(Br)c(S(=O)(=O)N2CCCCC2)c1 | 5.0%
c1ccc2cc(OCCCCn3ccnc3)ccc2c1 | 16.0%
CCC(CC)NC(=O)c1cc([N+](=O)[O-])ccc1Cl | 18.0%
Cc1ccc(NCC(=O)N/N=C\c2ccc([N+](=O)[O-])s2)cc1 | 4.0%
O=C(NC(c1ccccc1Cl)c1c(O)ccc2ccccc12)c1ccccc1 (configuration not stated) | 18.0%
Nc1ccccc1Nc1ccncc1[N+](=O)[O-] | 12.0%
O=C1OC(c2ccc(F)cc2)=N/C1=C\c1ccc(OC(=O)c2ccccc2Cl)cc1 | 2.0%
CCOCCOC(=O)c1cccc(NC(=O)Nc2ccc(Cl)cc2)c1 | 5.0%
COc1ccc(NC(=O)COc2ccc(C)cc2C)cc1OC | 6.0%
COc1cccc(OCCOc2cc(C)c(Cl)c(C)c2)c1 | 5.0%
COc1cc(C)ccc1OCCOCCOc1cccc(Oc2ccccc2)c1 | 21.0%
C/C(CCS(=O)(=O)c1cc(Cl)ccc1Cl)=N\NC(N)=S | 0.0%
COc1ccc(OC)c(NC(=O)C2CC(=O)N(c3ccc(Br)cc3)C2)c1 (configuration not stated) | 19.0%
CCOC(=O)C1=C(C)NC2=C(C(=O)CCC2)C1c1ccc(O)cc1 (configuration not stated) | 9.0%
Cc1ccc(C(=O)NC(=S)Nc2ccccc2)cc1 | 9.0%
O=C1S/C(=C\C=C\c2ccc([N+](=O)[O-])cc2)C(=O)N1c1ccccc1 | 10.0%
CC1(C)CC(=O)C2=C(C1)SC(c1ccccc1)=CC2c1ccccc1 (configuration not stated) | 15.0%
NC(=O)C1CCN(C2CC(=O)N(c3cccc(Br)c3)C2=O)CC1 (configuration not stated) | 0.0%
COc1ccc(N2C(=O)c3ccc(Oc4cccc([N+](=O)[O-])c4)cc3C2=O)cc1O | 7.0%

Of the compounds above, these have a furan ring, fused or not.
SMILES | RNase H inhibition
CCc1ccc(N2C(=O)/C(=C/c3ccc(N4CCOCC4)o3)C(=O)NC2=S)cc1 | 11.0%
COCCOC(=O)c1c(C)oc2ccc(OCc3cccc(Br)c3)cc12 | 10.0%
CCOC(=O)C1=C(C)N=c2s/c(=C\c3ccc(-c4ccc(C)cc4[N+](=O)[O-])o3)c(=O)n2C1c1ccc2c(c1)OCO2 (configuration not stated) | 2.0%
COc1cc(C(=O)N/C(=C/c2ccco2)C(=O)Nc2ccccc2)cc(OC)c1OC | 9.0%
COc1ccccc1-c1nnc(-c2ccco2)o1 | 2.0%

Two entries from above, as labelled records:
Nc1ccccc1Nc1ccncc1[N+](=O)[O-]
  RNase H inhibition: 12.0%

O=C1OC(c2ccc(F)cc2)=N/C1=C\c1ccc(OC(=O)c2ccccc2Cl)cc1
  RNase H inhibition: 2.0%

The list goes on:
SMILES | RNase H inhibition
CC(C)(C)c1ccccc1OCCCCCCn1ccnc1 | 16.0%
Cc1cc(C(=O)O)ccc1-c1ccc(/C=C2\C(=O)NC(=O)N(c3ccc(Br)cc3)C2=O)o1 | 3.0%
CCCCCCOc1ccc(C(=O)O)cc1C#N | 0.0%
Cc1c(Cc2ccccc2)c(=O)oc2cc(OC(=O)C3CCCCC3)ccc12 | 10.0%
CN1CCC(=NNC(=O)CN(c2cccc(Cl)c2)S(=O)(=O)c2ccccc2)CC1 | 7.0%
Cc1ccc2ncnc(NCc3ccco3)c2c1 | 1.0%
O=C1C(=O)c2cc([N+](=O)[O-])ccc2-c2ccccc21 | 0.0%
COc1cc(Br)c(CNc2ccc(F)c(Cl)c2)cc1OC | 12.0%
COc1ccccc1N(CC(=O)Nc1ccccc1)S(=O)(=O)c1ccccc1 | 5.0%
CC(C)NC(=O)/C(=C\c1ccco1)NC(=O)c1ccccc1 | 17.0%
O=C(Nc1ccccc1C(=O)O)c1cc(S(=O)(=O)N2CCOCC2)c(Cl)cc1Cl | 7.0%
COc1cc(OC)c(OC)cc1CN1CCN(C2CCCC(C)C2)CC1 (configuration not stated) | 5.0%
Cc1ccc(S(=O)(=O)Nc2ccccc2C(F)(F)F)cc1 | 5.0%
Cc1[nH]n(-c2ccccc2)c(=O)c1C=Nc1ccc(S(=O)(=O)CCO)cc1 | 20.0%
CNC(=O)COc1ccc(Nc2nnc(-c3ccc(C)c(S(=O)(=O)NC)c3)c3ccccc23)cc1 | 20.0%
Cc1sc(-c2c(C#N)c(N)nc3c2CCCCC3)cc1[N+](=O)[O-] | 24.0%
C/C(CC(=O)Nc1cccc2ccccc12)=N\NC(=O)c1ccoc1C | 15.0%
O=C(c1c(Cl)cccc1Cl)N1CCN(c2cccc(Cl)c2)CC1 | 11.0%
CC(=O)c1ccc(-n2c(C)cc(/C=C(\C#N)C(=O)Nc3ccc(F)cc3)c2C)cc1 | 25.0%
O=C1OC(c2ccccc2Cl)=N/C1=C\c1ccccc1C(F)(F)F | 7.0%
COc1ccc(CC(=O)O/N=C(\N)c2cccnc2)cc1OC | 0.0%
CCOc1cc(/C=C2\SC(=S)N(CCOC)C2=O)ccc1O | 18.0%
COc1ccccc1OCCNC(=O)c1ccc(OC)c([N+](=O)[O-])c1 | 4.0%
O=C(/C=C/c1ccccc1Cl)NCCc1nc2ccccc2[nH]1 | 7.0%
CC(=O)CC(=O)Nc1ccc2ccccc2c1 | 0.0%
Cc1ccc(-n2nc3ccc(NC(=O)COc4cccc(C)c4)cc3n2)cc1 | 20.0%
Cc1cn(C2CC(O)C(CO)O2)c(=O)n(C)c1=O (configuration not stated) | 0.0%
Cc1cc(C)c(OCCCCCCn2ccnc2)c(C)c1 | 4.0%
COc1ccccc1C(=O)NN1C(=O)/C(=C/c2ccc(N(C)C)cc2)SC1=S | 5.0%
O=C(CSCc1ccc(Cl)cc1)Nc1cccc(Cl)c1 | 13.0%
COc1ccc(C2C(C(=O)OC3CCCC3)=C(C)NC3=C2C(=O)CCC3)cc1Br (configuration not stated) | 4.0%
Cc1ccc(OCCOCCOc2cccc3cccnc23)c(Br)c1 | 36.0%
O=C1SCCC1NS(=O)(=O)c1ccc(Cl)cc1 (configuration not stated) | 0.0%
COc1ccccc1N1CCN(/N=C(\C)c2ccc(O)cc2)CC1 | 16.0%
COc1ccc(OC)c(S(=O)(=O)N2CCCCCC2)c1 | 4.0%
CCOc1c(Br)cc(/C=N/n2cnc3sc4c(c3c2=O)CCCC4)cc1OC | 15.0%
CC(=O)c1cccc(NC(=O)/C=C/c2ccccc2Cl)c1 | 0.0%
C=CCN1C(=O)/C(=C\c2cc([N+](=O)[O-])ccc2OCc2ccc(F)cc2)SC1=S | 12.0%
CCOC(=O)c1csc(NC(=O)c2ccc([N+](=O)[O-])o2)n1 | 0.0%
CC(C)(C)c1ccc(OCC(O)CS(=O)(=O)Cc2ccccc2)cc1 (configuration not stated) | 3.0%
CN(Cc1ccccc1)C(=O)c1cc2nc(-c3ccc(Cl)cc3)cc(C(F)(F)F)n2n1 | 16.0%
O=C(NCc1ccccc1Cl)C(=O)NC1CC1 | 10.0%
COc1ccc(-c2cc(C(=O)Nc3nc(C)c(C)s3)c3ccccc3n2)cc1OC | 14.0%
C=CCn1c(=S)[nH]c2sc3c(c2c1=O)CCN(C)C3 | 14.0%
COc1cc(C(=O)Nc2ccc(Br)cc2C(=O)c2cc(OC)c(OC)c(OC)c2)cc(OC)c1OC | 7.0%
O=C(O)c1cc(Br)ccc1NC(=O)C1CCCCC1 | 5.0%
COc1ccccc1NC(=O)c1c(NC(=O)Cc2ccccc2)sc2c1CCC2 | 32.0%
Cc1c(C(=O)NC(=S)Nc2ccccn2)oc2ccccc12 | 7.0%
COc1ccc(/C(N)=N/OC(=O)CCc2ccccc2)cc1 | 6.0%
O=C(Nc1cccc2nsnc12)c1ccccc1Br | 3.0%
Cc1cc(Nc2ccc(Cl)cc2)c2cccc(C)c2n1 | 10.0%
COc1cc(-c2nnc(SCC(=O)c3ccccc3)n2-c2ccccc2)cc(OC)c1OC | 20.0%
O=C(c1ccccc1Cl)N1CCc2ccccc2C1 | 5.0%
O=C1/C(=C\C=C\c2ccccc2Cl)SC(=S)N1c1ccc([N+](=O)[O-])cc1 | 18.0%
C=CCOc1ccc2c(c1)C(=NO)c1cc(OCC=C)ccc1-2 | 0.0%
COc1ccc(C2(CNC(=O)Cc3ccc(OC)c(OC)c3)CCCC2)cc1 | 5.0%
O=C(NC(=S)Nc1ccccc1F)c1ccccc1I | 8.0%
Cc1nc2ccc(NC(=S)N3CCC(C)CC3)cc2nc1C | 6.0%
COc1ccc2oc(=O)c(C(=O)N(Cc3ccccc3)Cc3ccccc3)cc2c1 | 15.0%
CCOc1ccc(C(=O)Nc2ccc(NC(=O)c3ccco3)c(OC)c2)cc1 | 14.0%

More structures follow:
SMILES | RNase H inhibition
CCN(CC)c1ccc(NC(=O)c2ccc(OCc3ccccc3)cc2)cc1 | 16.0%
O=C(N/N=C/c1ccccc1)c1ccccn1 | 0.0%
Cc1cc(=O)n2ccc(CN(C)C)c(O)c2n1 | 0.0%
O=c1cc(-c2ccccc2)[nH]n1-c1nc(-c2ccccc2)cc(-c2ccc(Br)cc2)n1 | 32.0%
Cc1ccc(S(=O)(=O)Nc2ccccc2N=Cc2c[nH]c3ccccc23)cc1 | 3.0%
CCSC1=C(C#N)C(c2ccc(C)s2)CC(=O)N1 (configuration not stated) | 5.0%
CCOc1ccc(OCCCCOc2ccc(C)cc2[N+](=O)[O-])cc1 | 17.0%
Cc1cccc(NC(=O)Cc2cccc3ccccc23)c1C | 2.0%
Cc1c(NC(=O)CCN2C(=O)/C(=C\c3cccs3)SC2=S)c(=O)n(-c2ccccc2)n1C | 10.0%
CC(=O)c1ccc(NC(=S)NC(NC(=O)c2ccccc2)C(Cl)(Cl)Cl)cc1 (configuration not stated) | 18.0%
COC(=O)C1C(=O)CC(C)(O)C(C(=O)OC)C1c1cccc([N+](=O)[O-])c1 (configuration not stated) | 0.0%
CCOC(=O)c1ccc(-n2c(C)cc(/C=C(/C#N)c3nc4ccccc4[nH]3)c2C)cc1 | 9.0%

An excerpt; the hit share may differ from the screen's.
